Screening data (PubChem BioAssay)
12-LOX inh – Primary qHTS assay for inhibitors of human arachidonate 12S-lipoxygenase (ALOX12): Round 2 | hit rate 1.1% among 580,000 | Polyunsaturated fatty acid lipoxygenase ALOX12 (Homo sapiens), P18054 | purified 12hLO, xylenol orange hydroperoxide absorbance | Potency, µM (doses to about 108 µM), inactives show top-dose activity change, negative = inhibition, actives largely listed as inhibitors | AID 1671190, 2021; active = well fitted inhibition curve with a large enough effect; inconclusive = small, poorly fitted or top-dose-only effect, or another doubt; inactive = no such curve, though single readings can be large or run the other way
Target sequence (P18054 whole entry, looked up): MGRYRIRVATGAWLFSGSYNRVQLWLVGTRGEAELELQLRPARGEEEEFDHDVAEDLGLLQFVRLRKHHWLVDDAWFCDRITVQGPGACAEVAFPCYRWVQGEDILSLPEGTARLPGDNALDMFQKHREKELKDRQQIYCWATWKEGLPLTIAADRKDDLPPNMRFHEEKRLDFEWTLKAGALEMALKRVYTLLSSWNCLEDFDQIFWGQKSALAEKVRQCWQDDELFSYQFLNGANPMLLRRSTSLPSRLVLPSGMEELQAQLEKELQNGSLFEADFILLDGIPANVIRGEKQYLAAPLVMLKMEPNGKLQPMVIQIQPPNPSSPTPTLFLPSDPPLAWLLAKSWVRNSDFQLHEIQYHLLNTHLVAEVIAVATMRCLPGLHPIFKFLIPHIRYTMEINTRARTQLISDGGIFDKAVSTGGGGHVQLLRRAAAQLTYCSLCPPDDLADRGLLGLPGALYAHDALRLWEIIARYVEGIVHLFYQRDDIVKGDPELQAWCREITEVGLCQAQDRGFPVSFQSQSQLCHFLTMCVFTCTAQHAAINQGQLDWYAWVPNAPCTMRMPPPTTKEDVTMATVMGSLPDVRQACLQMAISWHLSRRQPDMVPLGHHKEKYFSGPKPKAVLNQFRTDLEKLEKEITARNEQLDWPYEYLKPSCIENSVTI
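Hydroperoxide product was detected by ferrous iron/xylenol orange as the 573 to 405 nm absorbance ratio. Arachidonic acid at 40 uM (final) was turned over for 30 min at room temperature by 150 nM human 12hLO, pH 7.0 Hepes buffer, after 15 min compound preincubation.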
The depositor's hits bear a star; u = inconclusive; [ ] = dose if it differs, or a comment. % is set by controls: 0 for no effect and ±100 for the full control effect; potency is the fitted concentration of half-maximal effect.

SMILES	12-LOX inh
COc1cc(NC(=O)CC2CCCN(c3cn[nH]c(=O)c3)C2)cc(OC)c1 (stereo not drawn)	22%
CCCN(Cc1ccco1)C(=O)C1CCC(=O)N(CC2CCCCC2)C1 (stereo not drawn)	-40%
Cc1noc(-c2ccn3c(CNC(=O)c4ccc(F)cc4Cl)nnc3c2)n1	20%
Cn1cnc(S(=O)(=O)N2CCCN(S(=O)(=O)c3ccccc3)CCC(=O)NCC2)c1	3%
COCCn1c(SCC(=O)Nc2cc(C)c(Cl)cc2OC)nnc1-c1cccc(C)c1	-2%
O=C1CCCCCN1C1CCN(Cc2ccccc2C(F)(F)F)CC1	-7%[176 µM]
CCCCCN(Cc1ccc(F)cc1)C(=O)C(C)NC(N)=O (stereo not drawn)	-4%
COc1nc2cc(C)c(C)cc2nc1C(=O)Nc1ccc(Cl)cc1	12%
CN1[C@@H](CCC(=O)NCc2ccc(F)cc2)CNC(=O)[C@@H]2[C@H]1CCN2Cc1csnn1	-29%
OCCc1cnc2c(-c3nc(-c4cccnn4)no3)cnn2c1	37%[activator]
COc1ccc(C(=O)N2CCC3(CC2)NC(=O)N(Cc2ccccc2Cl)C3=O)cc1	25%
COc1cccc(NC(=O)N[C@H]2CCN(C(=O)CC(C)(C)C)[C@@H]2C(=O)N[C@@H](CCCNC(=O)CC(C)(C)C)C(N)=O)c1	1%
O=c1ccsc2ccc3ccccc3c12	-33%
CCOC(=O)CC1(CCc2ccccc2)Oc2ccccc2O1	6%
O=[S+]1([O-])NC2(CCCN(Cc3ccccc3)C2)CNc2ccccc21 (stereo not drawn)	30%
COc1ccccc1CNC(=O)c1sc(-c2ccc(OC)c(OC)c2)nc1C	-12%
O=C(CC1CCOCC1)Nc1ccccc1	-1%
COC(=O)C[C@H]1CC[C@@H](NC(=O)Nc2ccc(C(F)(F)F)cc2)[C@@H](CO)O1	-18%
Cc1ccc(OCC(=O)Nc2cc(C(F)(F)F)ccc2N2CCOCC2)cc1C	58%[activator]
CCc1ccc(C(=O)Oc2ccc(-c3ccccc3)cc2)cc1	-6%
CC(C)CNc1cccc2c1S(=O)(=O)N(Cc1cn(Cc3ccc(Cl)cc3)nn1)Cc1ccccc1O2	-20%
COCc1ccc(C(=O)N2CC[C@@H](NC(=O)c3ccncc3)[C@H](O)C2)o1	-4%
O=C(Nc1cc(F)ccc1F)N1C[C@H]2[C@@H](c3ccccc31)[C@H](CO)N2C(=O)c1ccccc1	-1%
CC(NC(=O)C1CCCCC1)c1cccc(Br)c1 (stereo not drawn)	2%
O=C(Cc1cccnc1)N[C@@H]1CC[C@H](CCn2cc(Cc3ccccc3)nn2)O[C@@H]1CO	-17%
O=C(c1ccc2nc(-c3ccc(F)cc3)cn2c1)N1CCSCC1	27%
Cc1ccc(S(=O)(=O)N2CC[C@H](c3nnc(-c4ccccc4)o3)C2)cc1	3%[176 µM]
Cc1ccc(C)c(N=C/C(C(=O)C(F)(F)F)=C(\O)c2cccs2)c1	u
COC(=O)c1ccc(CNC(=O)c2ccc(C#N)cc2)cc1	2%
CCCC(=O)N1CCC2(CC1)SCC(=O)N2c1ccc(Cl)cc1	52%[activator]
CNC(=O)C1(C)CN(Cc2ccccc2)Cc2ccc(N3CCOCC3)nc21 (stereo not drawn)	5%[176 µM]
COc1ccc(C(=O)NCc2nnc3cc(-c4nc(C(C)C)no4)ccn23)cc1F	5%
Cc1ccc(C2NC(=O)c3[nH]nc(-c4ccccc4)c32)cc1 (stereo not drawn)	1%
COC1CN(C2CCN(C(=O)c3cccnc3C)CC2)C12CCOCC2 (stereo not drawn)	39%[activator]
Cc1noc(C)c1COc1ccc(C(=O)N[C@@H]2CN(C(=O)Nc3ccc(F)cc3)CCC[C@H]2O)cc1	-13%
Cc1noc([C@@H]2CN(Cc3ccc(C)o3)C[C@H]2CO)n1	17%
O=C(NCCN1CCCC1)c1c[nH]c2ccccc12	-19%
Cc1ccc(CN2CCc3nn(Cc4ccccc4)c(=O)n3CC2)nc1	42%[activator]
CC(C)N1CCC2(CC1)CN(C(=O)Cc1ccsc1)Cc1ccccc1O2	11%
N#CCCn1c(=O)c(-c2ccc(Cl)cc2)nc2cnc(Oc3cccc(Cl)c3)nc21	12%
NC(=S)NN=C1CCCCCCCCCCC1	u
COc1ccc(NC(=O)O[C@@H]2CO[C@H]3[C@@H]2OC[C@@H]3NC(=O)NC2CCCCC2)cc1	u
CN1CCc2c(sc3ncn4nc(COc5ccc6ccccc6c5)nc4c23)C1	73%[activator]
CNC(=O)c1cnn2c1CN(C(=O)OCc1ccccc1)CC2	-29%
CN(C(=O)Cc1cccc2cccnc12)C1CCS(=O)(=O)C1 (stereo not drawn)	1%
Cc1ccc(-c2cnc(CCC(=O)N(CCC#N)Cc3ccco3)o2)cc1	19%
Cc1cnc(C2CC2)n1CC1CCN(C(=O)Cc2ccccc2)CC1	1%
COc1cccc(CN2CCC(N3C(=O)C(OCC4CC4)C34CCCCC4)CC2)c1OC (stereo not drawn)	0%
O=C(Cn1c(=O)n(-c2ccccc2)c(=O)c2sccc21)NC1CCc2ccccc21 (stereo not drawn)	u
CC(=O)N1CCN(C(=O)Cn2ccc3cc(Cl)ccc32)CC1	-11%
N#Cc1ccc(C(=O)N2CCCC(CO)CCNC(=O)CC2)cc1 (stereo not drawn)	34%[activator]
O=C(N[C@H](Cc1ccccc1)C(=O)NCc1ccc2c(c1)OCO2)[C@H]1O[C@@H](n2ccc(=O)[nH]c2=O)[C@H](O)[C@@H]1O	-4%
Cc1nc(SCc2coc(-c3ccc(F)cc3)n2)n[nH]1	u
CC(NC(=O)c1cc(=O)c2ccccc2o1)c1ccncc1 (stereo not drawn)	15%
CC(C)CN1CCNC(=O)C1CC(=O)NCc1cc(Cl)ccc1Cl (stereo not drawn)	51%[activator]
O=C(c1cnccn1)N1CCC2(CC1)CC(OCC1CC1)CCO2 (stereo not drawn)	9%
O=C(c1cccc2[nH]ccc12)N1C[C@@H](CO)[C@H](c2nc(C3CC3)no2)C1	34%[activator]
COC[C@@H]1CN(C(=O)c2cn3ccccc3n2)C[C@H]1c1ccncc1	9%
COc1ccc(S(=O)(=O)NCCNc2ncnc3c2c(C)nn3C)cc1	3%
CC(C)c1nc(C#N)c(NCC(c2cccs2)N2CCOCC2)o1 (stereo not drawn)	11%

(cont.)
SMILES	12-LOX inh
Cn1c(CN2CCOCC2)nnc1C1CCN(c2ncccc2C#N)CC1	27%
CC(C)CN1C(=O)CO[C@H](c2ccc(NC(=O)c3ccccc3)cc2)[C@H]1CO	45%[activator][176 µM]
CC(=O)c1ccc(NC(=O)N[C@H]2CO[C@H]3[C@@H]2OC[C@@H]3n2nnnc2Oc2ccc(-n3ccnc3)cc2)cc1	87%[activator]
Cn1c(=O)c2c(nc(N3CCc4ccccc4C3)n2Cc2c(F)cccc2Cl)n(C)c1=O	9%
COc1ccc(-c2ccnc(N[C@H]3CO[C@H]4[C@@H]3OC[C@@H]4NC(=O)Nc3cccc(C(F)(F)F)c3)n2)cc1	-2%
O=C([C@@H]1C[C@H](Oc2ccccc2)CN1S(=O)(=O)c1cccs1)N1CCOCC1	41%[activator]
Cc1ccc2c(=O)cc(C(=O)Nc3sc4c(c3C#N)CCCC4)oc2c1	-15%
O=C(c1ccccc1F)N1CCn2c(nn(-c3ccc(F)cc3F)c2=O)C1	19%
O=C(NC1CCCC1)c1cc(-c2ccncc2)nc2ccccc12	14%
Cn1nc(C(=O)N2CCCCCC2c2nnc(-c3ccccc3)o2)c2ccccc21 (stereo not drawn)	20%
COc1ccccc1CCC(=O)N(C)C1CCc2nn(CC3CC3)c(=O)n2CC1 (stereo not drawn)	14%
CCOc1nc2ccccc2nc1N1CCC(C(=O)NC2CCCC2)CC1	u
Cn1c(=O)c2c(ncn2CCC(=O)NCC2CCCCC2)n(C)c1=O	7%
CC(=O)Nc1cccc(Oc2ccc3nnc(-c4ccc(Br)cc4)n3n2)c1	u
COc1ccc(-c2cc(=O)c3cc(OC(C)=O)ccc3o2)cc1	36%[activator]
CCCCNC(=S)NC1CCC(NC(=S)NCCCC)CC1 (stereo not drawn)	7%
Cc1ccc2c(n1)N(C)[C@H](CO)CCN(Cc1cn(C)c3ccccc13)C2	-9%[176 µM]
O=C(Cc1ccsc1)Nc1ccc(Br)cc1F	u
C=CCNC(=O)NC(=O)CN(C)Cc1cccc(C#N)c1	-2%
Cc1c(Cl)c(C(=O)N2CCn3nc(Cc4ccccc4)cc3C2)nn1C	18%
CNC(=O)c1ccc(NC(=O)CCn2c(=O)oc3cc(S(=O)(=O)N4CCCC4)ccc32)cc1	35µM*
COCCN1CC(CO)C2(CCN(C(=O)CN3CCOCC3)CC2)C1 (stereo not drawn)	38%[activator]
COc1ccc(-c2noc([C@@H](C)NC(=O)C3CCOCC3)c2C(=O)O)cc1	11%[176 µM]
CC(NC(=S)NCc1ccc(F)cc1)c1ccncc1 (stereo not drawn)	48%[activator]
COc1ccc2c(c1)CCC(=O)C(C)CCO2 (stereo not drawn)	u
COc1ccc(CNCc2cccs2)c(OC)c1	0%
CC(C)(C)C(=O)NCCc1ccsc1	39%[activator]
COCC1CN(C2CCC2)CC12CCN(S(=O)(=O)c1cnc[nH]1)CC2 (stereo not drawn)	68%[activator]
CN(Cc1ccccc1)C(=O)c1cccc(NC(=O)Cc2ccc(NC(=O)C3CCCN(S(=O)(=O)c4cccc([N+](=O)[O-])c4)C3)cc2)c1 (stereo not drawn)	14%
CCCN(CC1CCOC1)C(=O)Cc1c(F)cccc1Cl (stereo not drawn)	7%
Cc1ccc(CN(C)Cc2ccco2)cc1	1%
COc1ccccc1-c1nnc([C@H]2CCN(Cc3ccc(F)cc3)C2)o1	62%[activator][176 µM]
COc1ccc(C[N+]2=C(N)NC3=C(C)Cn4c(=O)n(-c5ccccc5)c(=O)n4C3C2)c(OC)c1 (stereo not drawn)	u
NC(=O)[C@@H]1CN(C(=O)C2CCCC2)C[C@H]1COc1ccccc1	-8%
O=c1c2c(CO)c(-c3ccccc3)nn2ccn1Cc1cccc(F)c1	-1%
NC(=O)CCN1CCN(S(=O)(=O)c2ccc(Br)cc2Cl)CC1	53%[activator]
O=C(Nc1ccccc1)c1cc2cc(Br)ccc2oc1=O	-4%
CS(=O)(=O)c1cccc(C(=O)NCc2coc(-c3cccs3)n2)c1	-10%
Cc1ccccc1[C@H]1C[C@@H](O)[C@@H](O)[C@@H]1NS(=O)(=O)c1ccc(C(F)(F)F)cc1	u
Cc1cn2nc(C(=O)NCc3ccccc3C(F)(F)F)cc2c(N2CCCC2)n1	49%
O=C(O)C[C@@H]1CCN(C(=O)C2CC2)C[C@@H]1CCN1CCN(c2ccc(F)cc2)CC1	8%[176 µM]
CN1CCN(c2nc3ccccc3nc2C(=O)Nc2cccc(Cl)c2)CC1	-3%
CN(C)CCOC(=O)C12CC3CCC(CC(C3)C1)C2	-30%
O=C1OC[C@@H]2CCN(Cc3ccc4c(c3)OCO4)Cc3ccc(F)cc3N12	u
CN1C[C@@H](NC(=O)Nc2ccc(C(F)(F)F)cc2)C[C@H]1c1nc(-c2ccc(Cl)cc2)no1	-2%
O=c1oc2ccccc2cc1-c1nc(-c2ccc(Cl)cc2)no1	2%
O=c1n(-c2ccc(C(F)(F)F)cc2)nc2n1CCN(Cc1ccccc1)C2	14%
CC1CCN(C(=O)COc2ccc(Cl)cc2C(N)=O)CC1	33%[activator]
COc1ccc(CNc2ncncc2-c2ccoc2)c(OC)c1	u
CC1CCC2(CC1)NC(=O)N(CC(=O)Nc1ccc(Cl)cc1)C2=O (stereo not drawn)	-18%
CC(NC(=O)c1ccccc1F)C(=O)N1CCN(c2ccccn2)CC1 (stereo not drawn)	46%[activator]
Fc1ccc(NCc2ccc(Br)cc2)c(F)c1	u
CCOCCCNC(=O)N1C[C@@H](Oc2cccnc2)C[C@@H]1C(=O)NC	38%
Cn1nccc1CCC(=O)N[C@@H]1COCC[C@H]1Oc1ccc(CO)cc1	19%

The list is partial; rates above refer to the full screens.
